Source: PubChem BioAssay
influenza NS1A: NS1A inhibition, H1N1 influenza, cell based functional assay (AID 504329) | NS1A functional cell-based assay, percent inhibition; higher % means a stronger effect | one-dose inhibition, % at 12.5 µM; IC50 in µM for titrated hits | 340,000 tested, 0.3% active; in the data active means a potency from the dose series; inconclusive means inhibition above about 27% without an active follow-up result; further: strong numbers were not always called active
tuberculosis growth: growth inhibition of non-replicating M. tuberculosis (AID 488890) | 320,000 tested, 0.39% active | Mycobacterium tuberculosis non-replicating, growth inhibition; higher % means a stronger effect | inhibition, % at 25 µM, or IC50 in µM where a hit was titrated; in the data active means a potency from the dose series; inconclusive means inhibition mostly from about 82% at the one dose, without a potency; inactive means the rest, 99 in 100 with inhibition below about 76%;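 further: plate controls were DMSO cells for no effect and high antibiotic wells for full effect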
Salmonella PhoP GFP: Inhibition of PhoP regulon, Salmonella typhi GFP reporter cells, confirmation, 4 h (AID 1850). Salmonella Typhi PhoP-promoter GFP reporter, fluorescence, 4 h; higher % means a stronger effect. one-dose inhibition, % at 50 µM; IC50 in µM for titrated hits. 310,000 tested, 0.33% active; in the data active means a potency from the dose series; inconclusive means inhibition mostly from about 25% at the one dose, without a potency; inactive means the rest, 99 in 100 with inhibition below about 19%;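 further: 0% = induced wells with vehicle and 100% = uninduced wells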
inhibitors of VEEV: inhibitors of VEEV TC-83 cytopathic effect, confirmation, Vero cells (AID 588727). Vero cells, VEEV TC-83 cytopathic effect inhibition; higher % means a stronger effect. one-dose inhibition, % at 20 µM; IC50 in µM for titrated hits. 350,000 tested, 0.13% active; in the data active means a potency from the dose series; inconclusive means inhibition mostly from about 14% at the one dose, without a potency; inactive means the rest, 99 in 100 with inhibition below about 12%; further: strong numbers were not always called active
H37Rv inhibition: M. tuberculosis growth inhibition, HTS (AID 449762); 330,000 tested, 0.59% active; M. tuberculosis H37Rv growth inhibition, 7H9 media; higher % means a stronger effect; one-dose inhibition, % at 25 µM; IC50 in µM for titrated hits; in the data active means a potency from the dose series; inconclusive means inhibition above about 70% without an active follow-up result;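 further: bacterial growth assessed after seven days of incubation; strong numbers were not always called active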
inhibitors of VEEV 10K pilot screen: also measured in inhibitors of VEEV; calls as there; inhibition, %; measured here: 10K pilot screen inhibition
Active calls of the source: *; i = inactive; ? = inconclusive; . = no result given.

SMILES | influenza NS1A | tuberculosis growth | Salmonella PhoP GFP | inhibitors of VEEV | H37Rv inhibition | others
COc1cccc(C2C3=C(Nc4[nH]n(-c5ccccc5)c(=O)c42)c2ccccc2C3=O)c1 (stereo unspecified) | . | 62% | 19% | . | 0%
CCOc1ccccc1NC(=O)CSc1nc2c(c(=O)n(C)c(=O)n2C)n1C | 6% | 33% | -8% | 2.6% | -1%
O=C(COC(=O)c1ccccc1-n1cnnn1)c1ccc(F)cc1 | 11% | 25% | -5% | 1.5% | -2%
COCC(=O)Nc1nc2ccccc2s1 | 0% | 3% | 8% | 0.9% | -5%
O=C(COC(=O)c1cc(Br)ccc1O)NNC(=O)c1ccc([N+](=O)[O-])cc1 | -1% | 4% | 1% | 0.1% | 33%
CCOCCCNC(=O)COC(=O)/C=C/c1ccc(S(=O)(=O)N2CCc3ccccc32)cc1 | 0% | 15% | 11% | 0.7% | 42%
O=C(c1ccccc1Cc1ccccc1)N1CCN(S(=O)(=O)c2ccc(F)cc2)CC1 | 7% | 8% | 5% | 1.2% | 2%
Cc1ccc(CN(Cc2ccco2)C(=S)NCC(=O)NC2CC2)cc1 | 4% | 30% | 2% | 0.8% | -5%
COC(=O)C(NC(C)=O)(Nc1ccccc1)C(=O)OC | 4% | 5% | -9% | 5.7% | 0%
COCCn1c(=NC(=O)CCS(=O)(=O)c2ccccc2)sc2ccccc21 | -5% | 69% | 8% | 4.4% | -2%
COc1ccc(C(=O)NCCC(=O)N2CCC3(CC2)NCCc2[nH]cnc23)cc1 | -1% | 0% | -3% | 0.7% | -9%
COc1cccc(Nc2nc(-c3sc(C)nc3C)cs2)c1 | -1% | 64% | -4% | 7.5% | 15%
CN(CC(=O)Nc1ccc(F)c(F)c1F)C(=O)C1CCC1 | -6% | -10% | 4% | 1.7% | -10%
CC(C)[C@H](NC(=O)c1ccco1)C(=O)OCc1cc(=O)n2c(n1)sc1ccccc12 | 0% | 5% | 3% | 3.2% | -1%
COC(=O)c1c(NC(=O)COC(=O)c2ccc(Cl)cc2[N+](=O)[O-])sc2c1CCCCC2 | 0% | 46% | -7% | 0.8% | -4%
Cc1cc(C(=O)NCC(=O)Nc2c(C)cccc2C)c2ccccc2n1 | -6% | -2% | . | 0.5% | -6%
O=c1c2c3c(sc2ncn1/N=C/c1ccccc1)CCCC3 | -1% | -12% | -14% | 3.3% | -3%
O=c1c(-c2ccc(F)cc2)coc2c3c(ccc12)OCCO3 | -4% | 3% | 2% | 0.1% | -10%
N#CCC(=N)N1CCN(c2ccccc2)CC1 | -11% | 3% | -10% | 0.8% | 5%
CCOC(=O)Oc1ccc2c(=O)c(Oc3cc(C)cc(C)c3)coc2c1 | 3% | 40% | -2% | 1.7% | -6%

Brought forward from above: 5 entries, followed by the next part.
SMILES | influenza NS1A | tuberculosis growth | Salmonella PhoP GFP | inhibitors of VEEV | H37Rv inhibition | others
Cc1cc(C(=O)NCC(=O)Nc2c(C)cccc2C)c2ccccc2n1 | -6% | -2% | . | 0.5% | -6%
O=c1c2c3c(sc2ncn1/N=C/c1ccccc1)CCCC3 | -1% | -12% | -14% | 3.3% | -3%
O=c1c(-c2ccc(F)cc2)coc2c3c(ccc12)OCCO3 | -4% | 3% | 2% | 0.1% | -10%
N#CCC(=N)N1CCN(c2ccccc2)CC1 | -11% | 3% | -10% | 0.8% | 5%
CCOC(=O)Oc1ccc2c(=O)c(Oc3cc(C)cc(C)c3)coc2c1 | 3% | 40% | -2% | 1.7% | -6%
Cc1ccc(C(=O)N2CCc3cc4c(cc3C2C)OCCCO4)cc1 (stereo unspecified) | -7% | 29% | 5% | 1.4% | -1%
CC(C)(C)NCCOCCOc1ccc(Cl)cc1C(C)(C)C | 7% | 53% | -1% | i | 5% | inhibitors of VEEV 10K pilot screen=0.0
Cc1cc(C)nc(NS(=O)(=O)c2ccc(NC(=O)c3cccc(N4C(=O)CCC4=O)c3)cc2)n1 | -15% | 14% | -4% | i | 8%
COc1ccc2cc(CN(CCc3ccccc3)Cc3nnnn3CC3CCCO3)c(=O)[nH]c2c1 (stereo unspecified) | 10% | 55% | 10% | 0.4% | 46%
COc1ccc(NC(=O)OCCn2c([N+](=O)[O-])cnc2C)cc1 | -3% | 0% | -2% | 1.0% | 10%
Cc1nc2c(C)cccc2cc1C(=O)N/N=C/c1cccc([N+](=O)[O-])c1 | 27% | -3% | -5% | 5.8% | 0%
COc1ccc(C)cc1-n1nnnc1SCn1nnc2ccccc2c1=O | 11% | -5% | 1% | 2.6% | -13%
Cc1cccc(N2CC(C(=O)Nc3nnc(SCc4ccccn4)s3)CC2=O)c1 (stereo unspecified) | -2% | 10% | -6% | 5.1% | -1%
COc1ccc(Nc2nc(N3CCCCC3)nc3ccccc23)c(OC)c1 | -5% | ? | 3% | i | 19µM* | inhibitors of VEEV 10K pilot screen=0.1
Cc1cccc(C(=O)Nc2nsc(N)n2)c1 | -2% | 5% | -3% | 2.7% | 4%
COC(=O)c1sccc1NC(=O)c1ccnn1C | -5% | 6% | -4% | 5.8% | -13%
COc1ccc2c(c1)C(=NNc1ccc(C(=O)O)cc1)c1cc(OC)ccc1-2 | -5% | 73% | 4% | 10% | ?
CN(CCCC(=O)NC1CC(C)(C)NC(C)(C)C1)S(=O)(=O)c1ccc([N+](=O)[O-])cc1 | 2% | -11% | 6% | i | -8%
Cc1ccc(NC(=O)c2cnn(-c3ccccc3)c2C)cc1C | -22% | 60% | -3% | 7.6% | 10%
Cc1ccc(C)c(S(=O)(=O)NNC(=O)Nc2ccccc2Cl)c1 | 1% | 10% | 17% | 2.8% | -1%
COc1ccc(/C=C(\NC(=O)c2ccc([N+](=O)[O-])cc2)C(=O)NCCCN2CCOCC2)cc1 | 9% | -14% | 9% | i | -6%
Cc1ccc(N(C(=O)c2cc3ccccc3oc2=O)C2C=CS(=O)(=O)C2)cc1 (stereo unspecified) | 14% | -15% | -6% | i | -3%
Cc1ccc(-c2csc3ncnc(SCC(=O)NCC4CCCO4)c23)cc1 (stereo unspecified) | -1% | 32% | . | 0.4% | 2%
CC1=NN(c2ccccc2C(=O)O)C(=O)C1N=Nc1ccccc1 (stereo unspecified) | 5% | 75% | 1% | 0.1% | 3%
Cc1ccccc1SCC(=O)Nc1cccc(C#N)c1 | 19% | 33% | 3% | 2.0% | 8% | inhibitors of VEEV 10K pilot screen=0.3

Brought forward from above: three compounds, followed by the next part.
SMILES | influenza NS1A | tuberculosis growth | Salmonella PhoP GFP | inhibitors of VEEV | H37Rv inhibition | others
Cc1ccc(-c2csc3ncnc(SCC(=O)NCC4CCCO4)c23)cc1 (stereo unspecified) | -1% | 32% | . | 0.4% | 2%
CC1=NN(c2ccccc2C(=O)O)C(=O)C1N=Nc1ccccc1 (stereo unspecified) | 5% | 75% | 1% | 0.1% | 3%
Cc1ccccc1SCC(=O)Nc1cccc(C#N)c1 | 19% | 33% | 3% | 2.0% | 8% | inhibitors of VEEV 10K pilot screen=0.3
Cc1cccc(C)c1NC(=O)N1C2CCCC1CC(NC(=O)C(C)(C)C)C2 (stereo unspecified) | -3% | -3% | 4% | 8.7% | -2%
NS(=O)(=O)c1ccc(CCNC(=O)C2CCCN2C(=O)OCc2ccccc2)cc1 (stereo unspecified) | -7% | -11% | 11% | 3.4% | 1%
CC(C)[C@H](NC(=O)[C@@H]1Cc2ccccc2CN1C(=O)OC(C)(C)C)C(=O)NCC1CCC(C(=O)O)CC1 (stereo partly specified) | 11% | 6% | 6% | 0.8% | 3%
CCn1c(N2CCN(CC(=O)c3ccc(OC)cc3)CC2)nc2ccccc21 | 14% | . | . | 1.2% | .
COc1cc(NC(=O)CSc2nc(C)c(C)c(C)n2)cc(OC)c1 | -6% | 20% | 5% | 1.6% | -4%
CCc1cc(=O)n2[nH]c(C)c(-c3ccc(OC)cc3)c2n1 | -6% | 45% | 2% | 1.2% | 11%
COC(=O)c1ccc(C23CC4(C2)[C@H](CN(Cc2cccnc2)[C@@H]4c2ccccc2)C3c2ccccc2)cc1 (stereo partly specified) | 2% | 44% | -2% | i | 48%
COc1ccccc1NC(=O)C(C)OC(=O)CCNS(=O)(=O)c1ccc(C)c(C)c1 (stereo unspecified) | -2% | 51% | 0% | 1.1% | 26%
Cc1ccccc1NS(=O)(=O)c1ccc(OCC(=O)N2CCN(C)CC2)cc1 | -8% | -11% | -12% | 0.9% | -12%
N#Cc1cccc(C#N)c1N1CCC(C#N)CC1 | . | -23% | 7% | 2.2% | -1%
O=C(CNCC1CCCCC1)Nc1ccc(OC(F)(F)F)cc1 | -6% | 54% | -4% | i | -5%
Cc1cc(N2CCC(C(=O)NC3CCCCC3)CC2)nc(-c2ccccc2)n1 | 0% | . | -10% | 0.3% | -13%
Cc1ccc(S(=O)(=O)N2CCC(c3nc4c(nnn4Cc4ccccc4)c(=O)[nH]3)CC2)cc1 | . | 32% | -5% | 6.0% | ?
C/C(=N/NC(=O)Cn1nc2ccccc2n1)c1ccc(F)cc1 | -2% | 1% | -6% | 0.1% | -1%
O=C(NCC(c1ccc(F)cc1)N1CCOCC1)c1nn(-c2ccccc2)c(=O)c2ccccc12 (stereo unspecified) | 11% | 49% | . | 10% | 3%
COc1cccc(-c2nnc(SCC(=O)N3CC(C)CC(C)C3)o2)c1 (stereo unspecified) | 11% | 62% | 1% | 5.6% | -7%
CCCOC(=O)c1c(N)sc2c1CCC2 | 1% | 14% | -8% | 5.1% | -1%
O=C(Nc1nn[nH]n1)c1cc(-c2ccc(Cl)c(Cl)c2Cl)nc2ccccc12 | 9% | . | 19% | 1.6% | -4%
COCCn1c(SCC(=O)N2CCCc3ccccc32)nc2c(c1=O)SC(C)C2 (stereo unspecified) | 3% | 1% | 2% | 8.3% | -9%
CCCCn1c(O)c(C(CC)=NCCCn2ccnc2)c(=O)[nH]c1=O | . | -1% | -13% | 0.2% | 4%
COc1ccc(-n2nc(C(=O)NCC(=O)N3CCN(Cc4ccccc4)CC3)c3ccccc3c2=O)cc1 | -6% | -12% | 7% | 6.7% | 7%
O=c1[nH]c(/C=C\c2ccc(O)c(Cl)c2)nc(O)c1[N+](=O)[O-] | -16% | -4% | 6% | i | -3%
O=S(=O)(Cc1ccccc1)N1CCC(c2nc(-c3cccs3)no2)CC1 | -5% | 18% | -8% | 10% | -5%
CSc1ccc(/C=N/NC(=O)c2ccc(-n3cnnn3)cc2)cc1 | -5% | -16% | . | 0.2% | -15%
N#C/C(=N\Nc1ccc(S(=O)(=O)N2CCCCC2)cc1)C(N)=S | -3% | ? | -14% | 2.3% | -5%
COCCCNC(=O)C1Cc2cc(S(=O)(=O)N3CCCC3)ccc2N1C(C)=O (stereo unspecified) | 6% | -3% | -4% | i | 2%
CCOC(=O)N1CCN(Cc2nc3cc(NC(=O)C(C)C)ccc3n2C)CC1 | -17% | -5% | 6% | i | 8%
NNC(=S)NC1CCCCCCCCCCC1 | -12% | 17% | -8% | 1.1% | 3%
Nc1ccc(CN2CCOCC2)cc1 | -4% | -1% | 1% | 0.2% | 0%
Cn1c(SCC(=O)N/N=C/c2ccc(O)c(O)c2)nc2ccccc21 | 1% | -4% | 2% | 0.1% | 3%
O=C(Cc1cn2ccsc2n1)OCc1nc2ccccc2s1 | . | 40% | 5% | . | -1%
COc1ccccc1OCC(=O)NCCSCc1cccc(Cl)c1 | -3% | 73% | 1% | 0.2% | -6%
Cc1ccc(NC(=O)c2cc(N3C(=O)C4CCCCC4C3=O)ccc2N2CCOCC2)cc1 (stereo unspecified) | 4% | 5% | -3% | 0.7% | 3%
Cc1ccc(CN2CCCN(Cc3ccc(C)cc3)S2(=O)=O)cc1 | -18% | 33% | -6% | i | 12%
C=CC[C@@H](CC(=O)N[C@H](CO)Cc1ccccc1)C(=O)N[C@H](COC(=O)[C@@H](CC=C)CC(=O)OC(C)(C)C)Cc1ccccc1 | 1% | 51% | . | 3.9% | 0%

Compounds from the list above that contain a tert-butyl group (4):
SMILES | influenza NS1A | tuberculosis growth | Salmonella PhoP GFP | inhibitors of VEEV | H37Rv inhibition | others
CC(C)(C)NCCOCCOc1ccc(Cl)cc1C(C)(C)C | 7% | 53% | -1% | i | 5% | inhibitors of VEEV 10K pilot screen=0.0
Cc1cccc(C)c1NC(=O)N1C2CCCC1CC(NC(=O)C(C)(C)C)C2 (stereo unspecified) | -3% | -3% | 4% | 8.7% | -2%
CC(C)[C@H](NC(=O)[C@@H]1Cc2ccccc2CN1C(=O)OC(C)(C)C)C(=O)NCC1CCC(C(=O)O)CC1 (stereo partly specified) | 11% | 6% | 6% | 0.8% | 3%
C=CC[C@@H](CC(=O)N[C@H](CO)Cc1ccccc1)C(=O)N[C@H](COC(=O)[C@@H](CC=C)CC(=O)OC(C)(C)C)Cc1ccccc1 | 1% | 51% | . | 3.9% | 0%

Rows were taken by chance (roughly 1.5% active in at least one column).
